Screening data as filed in PubChem BioAssay.
TbPYK inhibitor: qHTS of Trypanosoma Brucei Inhibitors. pyruvate kinase (Trypanosoma brucei), Q57TT1. TbPYK enzyme, Kinase-Glo Plus ATP luminescence, 45 min. Potency, µM (top dose mostly 76.8 µM), inactives show at the top dose activity, negative = inhibition, most hits filed as inhibitors. 410,000 compounds, 0.12% hits; note: potency is the fitted concentration of half-maximal effect; nearly all actives have a fitted effect of over 50% in size
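Enzyme and substrate buffer are dispensed first and compound is pin-transferred. ADP at 130 uM final then starts the reaction, which runs 45 min at room temperature. Detection reagent is added for 10 min before luminescence is imaged.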
LmPK inh: qHTS Assay for Inhibitors of Leishmania Mexicana Pyruvate Kinase (LmPK). Q27686. purified LmPK, Kinase-Glo ATP luminescence, 1 h. Potency, µM (top dose mostly 57.5 µM), without a hit: top-dose activity change, negative = inhibition, hits mostly inhibitors. 290,000 compounds, 0.37% hits; note: potency is the fitted concentration of half-maximal effect
Target sequence (Q27686 whole entry, looked up): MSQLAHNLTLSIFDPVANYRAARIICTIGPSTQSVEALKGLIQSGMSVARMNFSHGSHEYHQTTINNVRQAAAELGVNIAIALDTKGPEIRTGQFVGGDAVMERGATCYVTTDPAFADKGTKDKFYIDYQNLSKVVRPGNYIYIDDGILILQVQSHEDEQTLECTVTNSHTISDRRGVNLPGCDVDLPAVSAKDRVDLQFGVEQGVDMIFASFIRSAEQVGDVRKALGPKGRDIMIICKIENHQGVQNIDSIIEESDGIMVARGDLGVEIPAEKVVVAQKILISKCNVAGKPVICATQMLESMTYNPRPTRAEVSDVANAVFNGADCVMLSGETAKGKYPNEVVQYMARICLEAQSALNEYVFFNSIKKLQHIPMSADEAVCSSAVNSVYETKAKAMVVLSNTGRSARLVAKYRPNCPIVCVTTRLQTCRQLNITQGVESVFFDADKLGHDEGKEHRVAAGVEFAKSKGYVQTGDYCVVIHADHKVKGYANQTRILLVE
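Pyruvate kinase activity monitored as ATP production (luciferase luminescence). Conditions: 0.1 nM enzyme, 0.5 mM PEP, 0.1 mM ADP, 1 h, RT; normalized against uninhibited and no-enzyme wells.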
HCV inh: qHTS Assay for Inhibitors of Hepatitis C Virus (HCV); Huh7.5.1 HCVcc-Cre infection, luciferase reporter, 44 h; Potency, µM (series often up to 41.8 µM), for the others: at the top dose activity change, negative = inhibition, hits mostly inhibitors; 340,000 compounds, 3.4% hits; AID 651820, 2012; note: potency is the fitted concentration of half-maximal effect
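Seed cells (1,000/well) for 4 h; treat with compound and infect with HCVcc-Cre, moi about 0.5. Incubate 44 h, then detect luciferase activity.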
AmpC no deterg: qHTS Inhibitors of AmpC Beta-Lactamase (assay without detergent). P00811. AmpC nitrocefin hydrolysis, absorbance 480 nm, 0.0001% Triton. Potency, µM (highest dose often 57.1 µM), without a hit: top-dose activity change, negative = inhibition, most hits filed as inhibitors. 330,000 compounds, 0.52% hits. AID 485341, 2010;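 note: potency is the fitted concentration of half-maximal effect; plate controls were no compound for no effect and no enzyme for full effect; nearly all actives have a fitted effect of over 20% in size; some results filed as inactive show a strong effect at the top dose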
Target sequence (P00811 whole entry, looked up): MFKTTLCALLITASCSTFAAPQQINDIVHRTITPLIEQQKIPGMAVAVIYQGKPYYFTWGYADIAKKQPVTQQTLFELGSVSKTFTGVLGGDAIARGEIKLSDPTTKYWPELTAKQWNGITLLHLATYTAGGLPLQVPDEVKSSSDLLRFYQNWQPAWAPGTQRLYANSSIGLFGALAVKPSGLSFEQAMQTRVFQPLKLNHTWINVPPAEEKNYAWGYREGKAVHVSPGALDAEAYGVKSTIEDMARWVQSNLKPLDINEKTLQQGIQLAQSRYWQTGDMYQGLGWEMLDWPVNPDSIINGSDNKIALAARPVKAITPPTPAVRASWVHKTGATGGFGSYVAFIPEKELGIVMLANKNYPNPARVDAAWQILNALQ
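AmpC (5.3 nM in the dispensed reagent) in 20 mM phosphate pH 7.0 with 0.01% (detergent screen) or 0.0001% Triton X-100 was preincubated with compounds for 15 min at room temperature. Nitrocefin was then added from an 800 uM solution, and hydrolysis was followed at 480 nm.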
AmpC detergent: qHTS Inhibitors of AmpC Beta-Lactamase (assay with detergent); Potency, µM (doses to about 114 µM), inactives show at the top dose activity change, negative = inhibition, hits mostly inhibitors; 370,000 compounds, 0.041% hits; P00811; AmpC hydrolysis of nitrocefin, absorbance 480 nm, 0.01% Triton;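 note: potency is the fitted concentration of half-maximal effect; 0% = no-compound wells and -100% = no-enzyme wells; nearly all actives have a fitted effect of over 25% in size; some results filed as inactive show a strong effect at the top dose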
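AmpC (5.3 nM in the dispensed reagent) in 20 mM phosphate pH 7.0 with 0.01% (detergent screen) or 0.0001% Triton X-100 was preincubated with compounds for 15 min at room temperature. Nitrocefin was then added from an 800 uM solution, and hydrolysis was followed at 480 nm.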
HCMV antiviral: qHTS Assay for inhibitors of the human cytomegalovirus (HCMV) | HFF cells, HCMV-luciferase reporter, 72 h; active compounds read low | activity change, negative = inhibition, % at 57.5 µM | 410,000 compounds, 4.5% hits | AID 1259415, 2018; in the data active = activity change below about -60%; inconclusive = no clear call, values can overlap the other calls; inactive = above about -39%
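Two-dose cell screen: HFF monolayers treated with compounds and infected with luciferase-expressing HCMV at 1 PFU/cell, 72 h at 37C, then lysed for luciferase measurement.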
AMA1 RON2 block: qHTS for Inhibitors of AMA1-RON; Towards Development of Antimalarial Drug Lead: Primary Screen. Plasmodium falciparum AMA1 (3D7) - RON2 peptide interaction. AlphaScreen AMA1-biotinylated RON2 peptide binding. Potency, µM (top dose mostly 58.2 µM), inactives show at the highest dose activity change, negative = inhibition, usual class: inhibitors. 360,000 compounds, 0.2% hits;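 note: potency is the fitted concentration of half-maximal effect; 0% = vehicle wells and -100% = peptide control; nearly all actives have a fitted effect of over 45% in size; some results filed as inactive show a strong effect at the top dose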
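AMA1 (3D7) with his tag at 25 nM final met compounds first, then biotinylated RON2 peptide at 25 nM; detection used donor plus acceptor beads, 10 µg/mL apiece, read by AlphaScreen after 30 min at room temperature.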
* marks the source's active call; other numbers are inactive results; ? = inconclusive; . = no result given; [ ] = dose if it differs, or a comment. Unless noted, calls come from the whole dose curve; as a rule, active = well fitted curve in the direction sought with a large enough effect; inconclusive = small, poorly fitted or top-dose-only effect, or another doubt; inactive = no such curve, though single readings can be large; an effect the other way counts as inactive or inconclusive. Unless noted, % is set by controls: 0 for no effect and ±100 for the full control effect.

SMILES	TbPYK inhibitor	LmPK inh	HCV inh	AmpC no deterg	AmpC detergent	HCMV antiviral	AMA1 RON2 block
COc1ccc(-c2noc(CCC(=O)N3CCN(c4ccccc4Cl)CC3)n2)cc1	4.7%	.	7.0%	28.9%	.	20.3	-0.9%
O=C1C(=O)N(C/C=C/c2ccccc2)c2ccccc21	-5.2%	4.6%	-26.2%	-23.5%	-7.7%	-21.6	-12.0%
COC(=O)C1=C(C)NC(=O)C1(NC(=O)c1cc(OC)c(OC)c(OC)c1)C(F)(F)F (stereo unspecified)	-1.4%	.	.	.	-4.3%	0.7	.
CC1Sc2ccc(C(=O)NCc3cccc(C(F)(F)F)c3)cc2NC1=O (stereo unspecified)	-4.0%	.	22.4µM*	-29.9%	-4.7%	0.0	19.5%
COc1ccc2oc(C(=O)N(C)Cc3ccc(OC(F)F)cc3)c(C)c2c1	3.7%	4.2%	.	27.3%	1.2%	7.8	-11.6%
CC(=O)N[C@@H](Cc1c[nH]c2ccccc12)C(=O)NCc1ccccc1	-0.9%	-0.9%	15.1%	-3.5%	-13.4%	.	0.0%
N#CC1(NC(=O)COC(=O)c2nc(Cl)c(Cl)c(N)c2Cl)CCCCC1	-2.6%	.	21.6%	-26.4%	?	16.0	7.7%
CCc1ccc(N2CCn3c2nc2c3c(=O)n(C/C=C/c3ccccc3)c(=O)n2C)cc1	-0.6%	.	.	.	-1.3%	12.8	.
O=C1c2cccc3cccc(c23)C(=O)N1CCc1ccccc1	0.1%	-0.6%	?	-35.1%	-13.0%	156.9	12.5%
O=C(NCCc1ccccc1)c1cccc(S(=O)(=O)N2CCCCC2)c1	7.1%	0.7%	-18.3%	-15.8%	1.1%	-33.4	-14.0%
COc1ccc(CNC(=O)CN2CCN(C(c3ccccc3)c3ccccc3)CC2)cc1	7.1%	4.0%	-14.2%	29.8%[11.4 µM]	?	-18.9	-22.7%
O=C(COc1ccccc1F)N/N=C1\CCCc2ccccc21	6.9%	-13.0%	?	5.6%	5.9%	41.2	49.6%[activator]

Next part (two carried over from the part before).
SMILES	TbPYK inhibitor	LmPK inh	HCV inh	AmpC no deterg	AmpC detergent	HCMV antiviral	AMA1 RON2 block
COc1ccc(CNC(=O)CN2CCN(C(c3ccccc3)c3ccccc3)CC2)cc1	7.1%	4.0%	-14.2%	29.8%[11.4 µM]	?	-18.9	-22.7%
O=C(COc1ccccc1F)N/N=C1\CCCc2ccccc21	6.9%	-13.0%	?	5.6%	5.9%	41.2	49.6%[activator]
CC1=C(C(=O)Nc2ccc(F)cc2)C(c2ccncc2)C2=C(CCCC2=O)N1 (stereo unspecified)	-12.1%	-2.1%	4.5%	-13.2%	0.1%	13.4	?
CCCC(C)C(=O)Nc1nc(C)c(-c2csc(Nc3cc(OC)ccc3OC)n2)s1 (stereo unspecified)	0.5%	2.0%	?	-21.3%	1.7%	?	0.0%
C=CCOc1ccc(NC(=O)C2CC(=O)N(C(C)C)C2)cc1 (stereo unspecified)	0.3%	2.9%	25.3%	6.6%	-9.7%	13.5	3.7%
COc1ccc(C(C)NC(=S)NCc2ccc(F)cc2)cc1 (stereo unspecified)	1.2%	-3.6%	-20.2%	-20.5%	-9.6%	-26.3	15.9%
O=C(Cc1cccs1)NCCS(=O)(=O)N1CCN(c2ccccc2)CC1	3.4%	.	.	.	.	-1.9	0.0%
COc1cc(CN2CCCC(N3CCN(c4ccc(F)cc4)CC3)C2)ccc1F (stereo unspecified)	9.9%	-5.2%	-10.6%	81.3%[activator]	3.6%	-7.5	-14.9%
Cc1cc(C)n2nc(C(=O)N3CCCC(CNS(=O)(=O)c4cccs4)C3)cc2n1 (stereo unspecified)	0.4%	6.0%	-8.0%	20.1%	-4.6%	-19.8	6.8%
O=C(CSc1nnc(-c2ccco2)o1)N1c2ccccc2CCc2ccccc21	-11.0%	-4.8%	?	-14.7%	-13.7%	?	-9.2%
COC(=O)c1ccc2c(c1)NC(=O)C(N1CCOCC1)S2 (stereo unspecified)	-3.7%	-1.6%	-16.7%	-2.0%	-7.2%	51.2	13.6%
CC(=O)O[C@H]1[C@H]2O[C@]23[C@@H]2CC[C@]4(O)C[C@@H](O)CC[C@]4(C)C2CC[C@]3(C)[C@H]1c1ccc(=O)oc1 (stereo partly specified)	6.0%	.	3.16µM*	20.2%	2.6%	.	10.9%
C=CCn1c(SCC(=O)NCC2CCCO2)nnc1-c1ccccc1 (stereo unspecified)	-10.3%	-0.8%	12.7%	0.8%[2.29 µM]	-8.0%	-36.8	-3.3%
Nc1ncn(-c2ncc(C(F)(F)F)cc2Cl)n1	2.7%	1.1%	5.1%	-12.4%	7.1%	-18.9	-4.8%
O=C(COC(=O)/C=C/c1ccccc1)NCCC1=CCCCC1	-1.3%	2.3%	12.0%	2.8%	-7.6%	-26.4	9.2%
CCN1CCN(CCCNC(=O)Cn2nc(C)n3c(cc4cc(C)ccc43)c2=O)CC1	-9.4%	.	.	.	21.1%	-18.9	.
COc1ccc(S(=O)(=O)N(CC(=O)NC2CCCCC2)c2ccc(F)cc2)cc1	-7.1%	-3.8%	4.9%	-6.2%	-4.4%	-22.0	11.6%
CCC(=O)Nc1ccc(Cl)c(Cl)c1	2.4%	.	?	.	.	?	3.1%
O=C(CSc1cn(CCNC(=O)c2ccccc2F)c2ccccc12)NCC1CCCO1 (stereo unspecified)	2.1%	-4.8%	?	36.1%	-2.9%	-12.3	6.1%
O=S(=O)(c1ccc(NC(=S)N2CCOCC2)cc1)N1CCCCC1	0.4%	.	.	.	.	21.3	19.9%
O=C(CN1C(=O)CCc2cc(S(=O)(=O)N3CCOCC3)ccc21)Nc1cccc(Cl)c1	1.1%	.	.	.	-3.6%	41.5	.
Cc1nnc(NC(=O)c2cc3n(n2)C(C(F)(F)F)CC(C2CC2)N3)s1 (stereo unspecified)	-14.2%	1.0%	16.8%	-23.2%	8.4%	38.1	49.7%[activator]
Cc1ccc(OCC(=O)N/N=C\c2ccncc2)c(C)c1	0.1%	-1.1%	?	-22.4%	-9.9%	-37.2	1.2%
COc1ccc(/C=N/NC(=O)CCn2cnc(-c3ccccc3)c2-c2ccccc2)cc1	7.9%	-1.3%	9.4%	93.2%[activator]	-2.1%	-82.6*	-8.5%
COc1ccc(C)cc1NC(=O)NC1CCCCCCC1	2.9%	-0.9%	-5.9%	22.4µM*	3.2%	?	-2.0%
O=C(COc1ccc(S(=O)(=O)N2CCOCC2)cc1Cl)N1CCCC1	-5.5%	-0.1%	-8.7%	32.4%	0.2%	3.4	21.2%

Overlap with the part before: 5 entries; new compounds follow.
SMILES	TbPYK inhibitor	LmPK inh	HCV inh	AmpC no deterg	AmpC detergent	HCMV antiviral	AMA1 RON2 block
Cc1nnc(NC(=O)c2cc3n(n2)C(C(F)(F)F)CC(C2CC2)N3)s1 (stereo unspecified)	-14.2%	1.0%	16.8%	-23.2%	8.4%	38.1	49.7%[activator]
Cc1ccc(OCC(=O)N/N=C\c2ccncc2)c(C)c1	0.1%	-1.1%	?	-22.4%	-9.9%	-37.2	1.2%
COc1ccc(/C=N/NC(=O)CCn2cnc(-c3ccccc3)c2-c2ccccc2)cc1	7.9%	-1.3%	9.4%	93.2%[activator]	-2.1%	-82.6*	-8.5%
COc1ccc(C)cc1NC(=O)NC1CCCCCCC1	2.9%	-0.9%	-5.9%	22.4µM*	3.2%	?	-2.0%
O=C(COc1ccc(S(=O)(=O)N2CCOCC2)cc1Cl)N1CCCC1	-5.5%	-0.1%	-8.7%	32.4%	0.2%	3.4	21.2%
COC(=O)c1ccc2c(=O)[nH]c(COC(=O)c3c(-c4ccccc4)noc3C)nc2c1	-8.8%	.	?	-34.3%	-10.4%	3.4	4.9%
CCn1ccc2cc(S(=O)(=O)N3CCCN(C(=O)Nc4ccc(C)cc4)CC3)ccc21	-2.5%	.	.	.	15.3%	-0.6	.
Cc1ccc(CN(C)C(=O)c2ccc3c(c2)NC(=O)CS3)o1	-19.8%	-1.4%	-0.5%	-15.4%	?	-26.9	3.4%
Cc1[nH]nc(C(F)(F)F)c1N=NN1CCOCC1	-2.9%	.	15.8µM*	.	.	-11.2	9.7%
Cc1c(NS(=O)(=O)c2ccc3c(c2)c(=O)n(C)c(=O)n3C)c(=O)n(-c2ccccc2)n1C	0.6%	3.1%	9.6%	-10.0%	?	35.4	10.7%
CCOC(=O)N1CCC(NC(=O)CSCc2nc(-c3ccc(OC)cc3)oc2C)CC1	4.2%	-3.6%	?	115.3%[activator]	?	-26.9	-1.8%
CCCOc1ccc(-c2nc(N3CCC(C)CC3)c3ccccc3n2)cc1	-1.5%	.	.	.	18.7%	-5.0	.
COc1ccc(C(C)=O)cc1CC(=O)Nc1ccccc1-c1ccccc1	4.2%	-1.0%	-4.2%	43.2%	-0.6%	-24.1	0.0%
CN(CC(=O)Nc1ccccc1Cl)C(=O)CSc1nncn1C	0.0%	.	12.9%	1.1%	-15.8%	-23.4	5.3%
COc1cccc(S(=O)(=O)Nc2ccc(C(=O)N3CCOCC3)cc2)c1	-2.5%	0.6%	-4.3%	-9.5%	0.1%	-8.3	-9.1%
COc1ccc(C2=CSC3=C(C(=O)c4cccc(S(=O)(=O)N(C)C)c4)CCN23)cc1	?	-4.0%	-20.3%	-2.6%	1.3%	19.8	-0.3%
CC1CCCN(C(=O)c2ccc3c(c2)C(=O)N(CCC2=CCCCC2)C3=O)C1 (stereo unspecified)	-4.6%	4.5%	-4.4%	114.6%[activator]	6.3%	-21.2	-0.7%
COc1cc(-c2cc(NC(C)=O)c3ncc(-c4ccc(C(C)=O)cc4)n3c2)cc(OC)c1OC	1.4%	.	.	.	.	32.5	48.4%[activator]
Cc1cc(NC(=O)CSc2nnc(C(C)N(C)C)n2Cc2ccccc2)no1 (stereo unspecified)	-1.2%	-2.3%	7.5%	-15.5%	0.0%	-3.7	4.6%
COc1cccc(N/C(SCc2ccccc2F)=C(/C#N)C(=O)NCc2cccs2)c1	9.7%	-0.2%	-7.3%	-33.9%	-3.8%	?	-3.1%
